# TRPML3 agonist – human TRPML3 channel agonists, primary screen, cell-based, HEK293 TRPML3-YFP, Fluo-8 calcium fluorescence, 3 µM; 100% = the carbachol control signal; actives 0.29% (n = 220,000); Mucolipin-3 (Homo sapiens), Q8TDD5; activation, % at 3 µM; AID 1448, 2008;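 active = activation above its plate's cutoff, the mean activation of the plate's test wells plus 3 SD, cut at about 12% in these data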;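 also: 0% = DMSO only wells and 100% = carbachol wells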
#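 Test system: TRPML3-YFP stable HEK293 cells. Doses: single point at 3 µM. Incubation: dye loading 1 h 37 °C then 30 min ambient, 125 s read. Signal: Fluo-8 calcium dye fluorescence, ex 470-495, em 515-575 nm. Measure: percent activation from peak-to-basal fluorescence ratio, scaled between DMSO and carbachol.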
# EP2 antag – human EP2 receptor antagonists, primary screen, TR-FRET cAMP, C6 glioma cells; actives 0.52% (n = 260,000); inhibition, % at 25 µM; C6 glioma cells expressing human EP2; cells stimulated with saturating PGE2; Prostaglandin E2 receptor EP2 subtype (Homo sapiens), P43116; AID 1422, 2008;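 active = percent inhibition above 40 after rounding to a whole number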;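 also: rat C6 glioma host cells with rolipram phosphodiesterase inhibitor present; the protocol text gives 20 µM as final concentration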
# Target sequence (P43116 whole entry, looked up): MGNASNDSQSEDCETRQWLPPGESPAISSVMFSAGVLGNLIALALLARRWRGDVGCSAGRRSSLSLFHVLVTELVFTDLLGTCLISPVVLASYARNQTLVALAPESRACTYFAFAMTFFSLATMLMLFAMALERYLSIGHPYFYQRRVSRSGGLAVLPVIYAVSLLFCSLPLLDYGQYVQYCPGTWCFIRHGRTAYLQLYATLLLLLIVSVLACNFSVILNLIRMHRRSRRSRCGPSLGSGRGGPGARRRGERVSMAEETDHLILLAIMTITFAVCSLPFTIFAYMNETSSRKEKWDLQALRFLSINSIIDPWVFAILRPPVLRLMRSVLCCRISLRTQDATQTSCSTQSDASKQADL
# EP2 modulator – EP2 receptor modulators, cAMP readout, primary screen, cell-based, HTRF cAMP, PGE2 stimulation; EP2-expressing cells, cAMP HTRF FRET, PGE2 co-stimulation; induction, % at 25 µM; actives 0.83% (n = 260,000); AID 940, 2007;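 active = compounds whose cAMP rise, as percent of the full-agonist control response, exceeds 60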;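 also: rat C6 glioma line stably carrying human EP2 under a CMV promoter; the protocol text gives 20 µM as final concentration; 100% = response of wells given 1 µM PGE2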
# NPY1 pot ag – NPY-Y1 receptor potentiators or agonists, primary screen, cell-based. actives 0.37% (n = 220,000). NPY-Y1 expressing cells, potentiator/agonist activation. activation, % at 3.6 µM. Neuropeptide Y receptor type 1 (Homo sapiens), P25929; in the data active = activation above about 33%, passing the limit was not always enough;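 also: cells stimulated with NPY at EC10 then isoproterenol at EC100; 0% = low agonist plus stimulus and 100% = saturating agonist plus stimulus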
# Target sequence (P25929 whole entry, looked up): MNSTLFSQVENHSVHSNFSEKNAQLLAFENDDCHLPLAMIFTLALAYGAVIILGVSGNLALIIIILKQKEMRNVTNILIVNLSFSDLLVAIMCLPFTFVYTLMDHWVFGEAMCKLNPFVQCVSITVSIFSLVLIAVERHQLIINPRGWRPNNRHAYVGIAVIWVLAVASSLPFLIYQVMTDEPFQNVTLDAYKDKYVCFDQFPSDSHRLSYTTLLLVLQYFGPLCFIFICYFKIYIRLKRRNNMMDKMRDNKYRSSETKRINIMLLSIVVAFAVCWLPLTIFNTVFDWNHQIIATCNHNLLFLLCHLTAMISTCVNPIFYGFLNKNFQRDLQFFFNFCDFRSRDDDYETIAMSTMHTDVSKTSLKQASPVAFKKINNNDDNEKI
# CHOP inhibitor – inhibitors of CHOP promoter induction, primary screen, cell-based, unfolded protein response, luciferase reporter; CHO-K1 CHOP-promoter luciferase, tunicamycin-induced, 15-18 h; inhibition, % at 10 µM; actives 3.8% (n = 220,000);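 active = compounds that reduced the stress-induced luciferase reporter signal by more than about 70% of percent inhibition, limit read from the data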;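 also: 0% = tunicamycin plus vehicle and 100% = wells without tunicamycin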
# TRPN1 ag – zebrafish TRPN1 channel agonists, primary screen, cell-based, HEK293, calcium fluorescence. transient receptor potential cation channel N1 (TRPN1/NompC), Danio rerio. HEK293 zebrafish TRPN1-YFP, Fluo-8 calcium fluorescence; 100% = response to 87 µM carbachol. activation, % at 3 µM. actives 0.18% (n = 220,000);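 active = activation above its plate's cutoff, the mean activation of test wells on that plate plus 3 SD, cut at about 19% in these data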;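 also: 0% = DMSO alone and 100% = 87 µM carbachol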
#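 Material: zebrafish TRPN1-YFP in HEK293 cells. Doses: one dose of 3 µM, 0.3% DMSO. Incubation: dye 1 h 37 °C plus 30 min RT. Measured by: intracellular calcium fluorescence with Fluo-8.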
# NPY-Y1 antag – NPY-Y1 receptor antagonists, primary screen, cell-based; Neuropeptide Y receptor type 1 (Homo sapiens), P25929; HEK293-CNG Y1 cells, membrane potential fluorescence; NPY at EC95, then isoproterenol; inhibition, % at 3.6 µM; actives 1% (n = 200,000);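 active = inhibition above the campaign mean inhibition of all tested compounds plus 3 SD, cut at about 20% in these data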;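 also: 0% = DMSO wells given NPY plus isoproterenol and 100% = isoproterenol alone without NPY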
#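 Material: HEK293 cells co-expressing NPY Y1 receptor and cyclic-nucleotide gated channel. Timing: compound incubation 1 h at room temperature, readout 45 min post-stimulation. Signal: fluorescence, membrane potential probe.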
# PPC-1+TRAIL kill – compounds killing PPC-1 cancer cells with TRAIL present, primary screen, TRAIL potentiator project, ATPLite luminescence, uHTS. PPC-1 cells + TRAIL, ATPLite viability luminescence. cell killing (% activity), % at 4 µM. actives 0.41% (n = 220,000);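 active = cell killing above 50% in the first pass at 4 µM, then a duplicate retest at 5 µM averaging 50% or more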;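 also: plate controls were cells with TRAIL plus DMSO for no effect and medium-only wells lacking cells for full effect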
# 14-3-3 Bad inh – inhibitors of 14-3-3 zeta/Bad binding, primary screen, biochemical, TR-FRET, bovine 14-3-3 zeta; 14-3-3 protein zeta/delta (Bos taurus), P63103; TR-FRET 14-3-3zeta/Dy647-pBad peptide displacement, 1 h; inhibition, % at 21.7 µM; actives 0.71% (n = 220,000); AID 781, 2007;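 active = inhibition above about 70%, limit read from the data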;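 also: 0% = full 14-3-3 plus peptide FRET controls and 100% = background without 14-3-3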
# Target sequence (P63103 whole entry, looked up): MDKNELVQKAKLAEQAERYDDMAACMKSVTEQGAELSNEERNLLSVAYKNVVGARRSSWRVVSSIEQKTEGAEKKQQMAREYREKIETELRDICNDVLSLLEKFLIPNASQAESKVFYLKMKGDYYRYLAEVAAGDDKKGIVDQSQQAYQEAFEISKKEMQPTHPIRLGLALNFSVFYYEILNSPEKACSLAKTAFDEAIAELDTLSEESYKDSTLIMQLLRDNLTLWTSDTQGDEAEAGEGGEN
# The depositor's hits bear a star; . = no result given; [ ] = another dose, or the depositor's remark. A portion of the library; rates above refer to the full screens.
SMILES	TRPML3 agonist	EP2 antag	EP2 modulator	NPY1 pot ag	CHOP inhibitor	TRPN1 ag	NPY-Y1 antag	PPC-1+TRAIL kill	14-3-3 Bad inh
COc1cccc(NC(=S)NN=C2CCC(C(C)(C)C)CC2)c1 (centres undefined)	0.7	4	31	-6	20	-1.0	4	7	-27
COc1ccccc1CC(=O)N1CCCc2ccccc21	0.2	5	21	13	36	0.1	5	-8	-5
O=C(O)C1Cc2ccccc2CN1C(=O)COc1ccc(Cl)cc1Cl (centres undefined)	0.6	4	-15	-35	1	-0.4	9	-8	0
O=C(/C=C\Nc1ccc2c(c1)OCO2)c1ccccn1	-0.1	18	15	-4	95*	-1.4	6	92*[5 µM]	-11
COc1ccc(CCNC(C)=O)cc1	-0.1	6	2	-7	19	1.2	4	-15	-17[fluorescence artefact?]
CCCn1c(SCC(=O)N2CCCC(C)C2)nnc1-c1cccnc1 (centres undefined)	1.4	5	-11	0	12	0.7	9	8	8
CC(C)(CC(=O)O)Cc1nc(-c2ccc(Cl)cc2)no1	0.7	9	16	-18	0	2.1	11	1	6[fluorescence artefact?]
Cc1ccc(NC(=O)C(NCc2ccccn2)c2ccccc2)cc1 (centres undefined)	0.9	7	8	2	-11	-0.2	1	15	-21
CC1(C)CC2(CC(C)(C)N1)OC(=O)N1CCc3ccccc3C12C (centres undefined)	0.8	4	-1	12	10	1.7	1	-2	13
CCc1nc2ccccc2c(C(=O)OCC(=O)NC(=O)c2cccn2C)c1C	-0.9	8	-57	-11	-9	-1.9	.	9	-3
COc1ccc(-c2csc(-c3ccc(C(=O)O)cc3)n2)cc1	-0.3	9	27	15	-12	-1.2	4	13	6
Cc1cc(C(=O)OCC(=O)Nc2ccc(S(N)(=O)=O)cc2)c2ccccc2n1	0.6	1	-24	1	7	0.4	-4	30	-9

# Reprinted at random: five compounds from above.
SMILES	TRPML3 agonist	EP2 antag	EP2 modulator	NPY1 pot ag	CHOP inhibitor	TRPN1 ag	NPY-Y1 antag	PPC-1+TRAIL kill	14-3-3 Bad inh
CC(C)(CC(=O)O)Cc1nc(-c2ccc(Cl)cc2)no1	0.7	9	16	-18	0	2.1	11	1	6[fluorescence artefact?]
CCc1nc2ccccc2c(C(=O)OCC(=O)NC(=O)c2cccn2C)c1C	-0.9	8	-57	-11	-9	-1.9	.	9	-3
O=C(O)C1Cc2ccccc2CN1C(=O)COc1ccc(Cl)cc1Cl (centres undefined)	0.6	4	-15	-35	1	-0.4	9	-8	0
Cc1ccc(NC(=O)C(NCc2ccccn2)c2ccccc2)cc1 (centres undefined)	0.9	7	8	2	-11	-0.2	1	15	-21
COc1ccc(CCNC(C)=O)cc1	-0.1	6	2	-7	19	1.2	4	-15	-17[fluorescence artefact?]

# Further results.
SMILES	TRPML3 agonist	EP2 antag	EP2 modulator	NPY1 pot ag	CHOP inhibitor	TRPN1 ag	NPY-Y1 antag	PPC-1+TRAIL kill	14-3-3 Bad inh
COC(=O)C1C(=O)NC(SC)=C(C#N)C1c1ccccc1 (centres undefined)	0.2	8	14	-4	7	0.8	-5	11	-3
Cn1c(CO)cnc1S(=O)(=O)Cc1ccc(Cl)cc1	0.2	5	2	-3	3	-0.1	10	-2	2
O=C(CSc1ccc(Cl)cc1)Nc1ccc(C2SCCS2)cc1	0.5	4	-29	-14	-5	0.7	.	-4	0
O=C(c1cc2ccccc2oc1=O)N(Cc1ccco1)C1CCS(=O)(=O)C1 (centres undefined)	-0.1	17	9	-5	9	-0.8	11	-7	3
Cc1cccc(C)c1NC(=O)C1(NC(=O)C2CCCN2C(=O)OC(C)(C)C)CCCCC1 (centres undefined)	-1.4	5	9	1	6	-0.2	2	13	-3
C=CCNc1nc(-c2c(C)nc3sccn23)cs1	0.3	8	-3	4	28	0.8	2	3	9
Cc1ccc(CNC(=O)c2oc3ccc(S(=O)(=O)N4CCOCC4)cc3c2C)cc1	0.0	8	-47	10	-4	1.4	-1	7	13[fluorescence artefact?]
C[C@@H]1CC=C[C@H]2[C@H]1C(=O)N(Cc1ccccc1)[C@H]2c1ccoc1	.	17	13	.	-12	.	.	13	0
O=C(c1cccc2ccccc12)C1CCCN(C(=O)CCN2CCCO2)C1 (centres undefined)	0.3	5	0	10	32	0.6	0	-9	2
CCCn1cc(SCC(=O)Nc2nnc(C)s2)c2ccccc21	-0.1	8	-27	17	-25	-0.4	0	21	5[fluorescence artefact?]
O=C1OCC=C1NNC(=O)c1cccnc1	-0.4	5	29	-11	-10	0.8	0	10	-5
Cc1ccc(NC(=O)C2CCC(CNc3c(N4CCC(C)CC4)c(=O)c3=O)CC2)cc1F (centres undefined)	1.2	7	25	11	44	0.6	.	4	-7
CCc1nc(SCC(=O)c2ccccc2)c2c(=O)n(C)c(=O)n(C)c2n1	1.4	2	32	25	11	3.0	.	10	4
CC1(C)SC(=S)N(/N=C/c2ccccc2O)C1N(O)C(=O)Nc1ccccc1 (centres undefined)	-0.2	1	-28	16	-13	0.3	.	-1	-6
CCOC(=O)Cc1nnc(NC(=O)CC)s1	0.2	13	1	-3	15	-0.9	6	-28	3
CCOC(=O)C(C)On1c(-c2ccc(Cl)cc2)nc2ccc([N+](=O)[O-])cc21 (centres undefined)	2.9	5	21	-15	72*	0.9	11	8	6[fluorescence artefact?]
COc1cccc(OC)c1-c1nn2c(-c3ccccc3Cl)nnc2s1	-2.0	1	8	-1	-20	-3.2	1	-3	8
CN(CC(=O)NC(=O)NCc1ccccc1)Cc1ccc(Cl)c(Cl)c1	1.0	5	-17	-11	48	-0.2	8	20	-12
COc1c(N2CCN(C(=S)Nc3ccc(F)cc3)C(C)C2)c(F)cc2c(=O)c(C(=O)O)cn(C3CC3)c12 (centres undefined)	0.8	9	23	15	-18	0.6	3	31	-6
Cc1ccc(CNC(=O)c2ccc(N3CCc4ccccc43)c([N+](=O)[O-])c2)cc1	-0.1	11	-75	-3	20	-0.2	5	20	19
CC(/C=N/NC(=O)c1nnn(-c2nonc2N)c1CN(C)C)=C\c1ccco1	0.6	9	-18	-16	8	2.1	.	11	-4
Cc1ccc(S(=O)(=O)c2c(C)nn(C(C)(C)C)c2OC(=O)C(C)(C)C)cc1	46*	13	-11	2	26	4.4	3	2	2
Cc1cc(C)nc(N2CCC(C(=O)NC3CCCc4ccccc43)CC2)n1 (centres undefined)	1.6	8	16	-3	73*	1.4	10	-2	47
O=C(O)c1ccccc1-c1nc2ccccc2n1-c1ccccc1	0.1	3	12	1	32	1.0	0	-3	6
Cn1c(=O)c2c(nc(Br)n2C/C=N/NC(N)=S)n(C)c1=O	0.7	8	-7	3	8	2.9	.	-2	-4
O=C(CNC(=O)Cc1ccccc1)NCC(=O)OCc1ccc(C(=O)c2ccccc2)cc1	0.9	8	-16	10	2	1.0	0	13	-5
O=C(Oc1ccc(Br)cc1C(=S)N1CCCC1)c1ccccc1F	0.0	2	34	17	21	-3.3	-2	4	16
O=C(O)CC(NNC(=O)c1ccccc1)C(=O)Nc1cccc([N+](=O)[O-])c1 (centres undefined)	1.2	6	-4	-7	-17	1.6	.	-12	4
CCOC(=O)N1CCN(C(=O)CS(=O)(=O)c2cn(Cc3ccccc3C)c3ccccc23)CC1	0.5	5	6	4	1	-0.6	3	15	8
COc1ccc(S(=O)(=O)/N=C2/NC(=O)/C(=C\c3cc(OC)c(OC)cc3[N+](=O)[O-])S2)cc1	0.8	14	11	18	25	2.4	-1	37	-1
O=C1Cc2ccccc2C(=O)N1CCc1ccccc1	1.5	10	7	12	-13	0.8	3	10	-1[fluorescence artefact?]
Cc1cccc(C)c1NC(=O)COC(=O)c1ccc2[nH]c3c(c2c1)CCCC3	-0.2	7	-8	11	31	0.7	1	-8	27
CCOC(=O)CC(NC(=O)c1cc2ccccc2oc1=O)c1cccc([N+](=O)[O-])c1 (centres undefined)	1.3	3	38	0	19	0.1	-3	9	7[fluorescence artefact?]
O=C(CN(c1ccccn1)S(=O)(=O)c1ccc(F)cc1)Nc1ccccc1	-0.2	9	14	20	24	-1.0	0	7	-1
Cc1ccc(C2C(C#N)=C(N)Oc3nc(-c4ccccc4)[nH]c32)o1 (centres undefined)	-0.6	19	4	7	-6	0.0	5	-32	-3
O=C(NCC1CCCO1)C(c1cccnc1)N(C(=O)Cc1cccs1)c1ccccc1 (centres undefined)	-0.4	.	31	14	-40	2.3	-1	22	-3
CCN(CC)C(=O)CSc1nc2ccc(NC(=O)CSc3nnc(N)s3)cc2s1	1.4	.	-15	39	43	3.4	-3	6	-19
CNS(=O)(=O)c1cccc(C(=O)OCC(=O)N2CCc3ccccc3C2)c1	0.2	17	8	2	-9	-1.5	-2	18	4[fluorescence artefact?]
Nc1c(C(=O)N/N=C/c2ccc(OCc3ccccc3)cc2)cnn1-c1ccccc1	-0.2	10	-21	25	-2	3.0	.	-2	11

# Some entries already given with just NPY1 pot ag and 14-3-3 Bad inh.
canonical_smiles | NPY1 pot ag | 14-3-3 Bad inh
Nc1c(C(=O)N/N=C/c2ccc(OCc3ccccc3)cc2)cnn1-c1ccccc1 | 25 | 11
O=C(Oc1ccc(Br)cc1C(=S)N1CCCC1)c1ccccc1F | 17 | 16

# Looked up above:
# Under 14-3-3 Bad inh, `O=C(NCC1CCCO1)C(c1cccnc1)N(C(=O)Cc1cccs1)c1ccccc1` (centres undefined) shows -3
# Under EP2 antag, `O=C(CNC(=O)Cc1ccccc1)NCC(=O)OCc1ccc(C(=O)c2ccccc2)cc1` shows 8
# Under EP2 modulator, `CNS(=O)(=O)c1cccc(C(=O)OCC(=O)N2CCc3ccccc3C2)c1` shows 8
# Under PPC-1+TRAIL kill, `Cc1ccc(C2C(C#N)=C(N)Oc3nc(-c4ccccc4)[nH]c32)o1` (centres undefined) shows -32
